GSK3A inh: inhibitors of human GSK-3 alpha kinase; P49840; ADP-Glo luminescence, 60 min; inhibition, % at 10 µM; actives 0.1% (n = 320,000);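 in the data active = inhibition above about 50%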;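 also: GST-tagged GSK-3 alpha with peptide substrate and 25 µM ATP; 0% = DMSO neutral wells and 100% = GW8510 positive control wells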
Target sequence (P49840 whole entry, looked up): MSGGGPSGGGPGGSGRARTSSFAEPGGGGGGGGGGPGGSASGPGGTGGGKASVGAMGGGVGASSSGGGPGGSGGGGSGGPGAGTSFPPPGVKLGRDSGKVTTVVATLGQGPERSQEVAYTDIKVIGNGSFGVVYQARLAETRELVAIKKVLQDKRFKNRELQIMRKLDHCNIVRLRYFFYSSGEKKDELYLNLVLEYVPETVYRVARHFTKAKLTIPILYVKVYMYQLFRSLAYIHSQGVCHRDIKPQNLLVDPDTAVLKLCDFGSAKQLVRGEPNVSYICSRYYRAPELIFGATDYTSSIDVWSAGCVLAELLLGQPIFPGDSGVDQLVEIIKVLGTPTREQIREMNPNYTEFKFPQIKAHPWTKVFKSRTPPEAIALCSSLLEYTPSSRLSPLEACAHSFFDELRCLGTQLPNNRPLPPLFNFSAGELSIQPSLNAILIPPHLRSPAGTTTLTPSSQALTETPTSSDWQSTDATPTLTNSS
The depositor's hits bear a star. The list is partial; count on the stated rates, not on these rows.

SMILES	GSK3A inh
COc1cc(C(=O)NCC(=O)NNC(=O)C2COc3ccccc3O2)cc(OC)c1OC (stereo not drawn)	7.1
COc1ccc2c(c1)OC[C@H]1[C@H]2N2C(=O)CNC(=O)[C@@]2(C)[C@H]1c1ccccc1	-0.9
COCCN(Cc1ccccc1)C(=O)C1CCN(C(=O)Nc2ccccc2)CC1	1.2
O=C(Nc1cc(S(=O)(=O)N2CCCCC2)ccc1Cl)C1COc2ccccc2O1 (stereo not drawn)	0.1
Cc1cccc(C(=O)OCC(=O)c2ccc3c(c2)OCCO3)c1O	-1.8
CCOc1ccc2oc(C(=O)N(CCOC)c3c(N)n(CC(C)C)c(=O)[nH]c3=O)c(C)c2c1	1.3
COc1ccc(NC(=O)COC(=O)c2cc3c(s2)CCC3)cc1	-2.8
CC(C)CN1C(=O)C(=O)N(CC(=O)Nc2cccc(Cl)c2Cl)C1=O	-4.6
CS(=O)(=O)c1ccc(NC(=O)CCN2C(=O)NC3(CCCC3)C2=O)cc1	-2.2
CCN(CC(=O)Nc1c(F)cccc1F)C(=O)c1cn2ccccc2n1	-0.4
C=CC[C@H](CC(=O)OC(C)(C)C)C(=O)OC[C@H]1CCCN1C(=O)[C@H](CC=C)CC(=O)N(CCO)Cc1ccccc1	-2.7
Cc1ccc(S(=O)(=O)N2[C@@H](c3ccccc3)C(C(=O)O)=CC[C@H]2c2cccs2)cc1	-2.7
Cc1ccc(S(=O)(=O)N(C)CC(=O)NNC(=O)CCNS(=O)(=O)c2cccc(C)c2)cc1	-2.8
CCN(c1ccccc1)S(=O)(=O)c1cc(C(=O)NCC(c2ccco2)N2CCCCC2)ccc1C (stereo not drawn)	-2.9
COc1ccccc1NS(=O)(=O)c1ccc(C)c(C(=O)Nc2cc(C)on2)c1	-1.6
NC(=O)c1ccc(NC(=O)CN2C(=O)NC3(CCCCCCC3)C2=O)cc1	-3.5
Cc1nc(SCC(=O)N(C)C2(C#N)CCCCC2)c2ccccc2n1	1.4
COc1ccccc1OCCC(=O)Nc1ccc2c(c1)OCO2	-0.7
CCC[C@@H](CN1CCC[C@H]1CN1C(N)=NC[C@H]1CC(C)C)N1C[C@@H](Cc2ccccc2)N(CCc2ccc(Cl)c(Cl)c2)C1=N	21.3
CCCCn1c(N)c(N(CCOC)C(=O)c2c(CC)noc2C)c(=O)[nH]c1=O	5.4
CC1(NC(=O)c2ccccc2)CCN(CCc2cccs2)C1=O (stereo not drawn)	0.9
CN(CC(=O)NCc1ccco1)C(=O)C1CC(=O)N(c2ccc3c(c2)OCCO3)C1 (stereo not drawn)	-1.1
COc1ccccc1NS(=O)(=O)c1cc(NC(=O)COc2ccccc2)ccc1N1CCOCC1	-1.6
CCOC(=O)[C@@H]1[C@H]2COc3cc(OC)ccc3[C@H]2N2C(=O)N(c3ccc(OC)cc3)C(=O)[C@]12C	-1.5
COc1ccccc1OCCNC(=O)C1CC(=O)N(c2ccccc2OC)C1 (stereo not drawn)	-2.0

Reprinted from the part before: six compounds; new compounds follow.
SMILES	GSK3A inh
CCCCn1c(N)c(N(CCOC)C(=O)c2c(CC)noc2C)c(=O)[nH]c1=O	5.4
CC1(NC(=O)c2ccccc2)CCN(CCc2cccs2)C1=O (stereo not drawn)	0.9
CN(CC(=O)NCc1ccco1)C(=O)C1CC(=O)N(c2ccc3c(c2)OCCO3)C1 (stereo not drawn)	-1.1
COc1ccccc1NS(=O)(=O)c1cc(NC(=O)COc2ccccc2)ccc1N1CCOCC1	-1.6
CCOC(=O)[C@@H]1[C@H]2COc3cc(OC)ccc3[C@H]2N2C(=O)N(c3ccc(OC)cc3)C(=O)[C@]12C	-1.5
COc1ccccc1OCCNC(=O)C1CC(=O)N(c2ccccc2OC)C1 (stereo not drawn)	-2.0
CCNC(=O)N(C)C[C@H]1N[C@@](C)(C(=O)OC)[C@H]2C(=O)N(Cc3ccccc3)C(=O)[C@@H]12	-1.2
O=C(CCS(=O)(=O)c1ccccc1)Nc1ccc(N2CCN(Cc3ccccc3)CC2)cc1	0.3
CCOc1ccc2oc(C(=O)OCC(=O)N3C(C)CCCC3C)c(C)c2c1 (stereo not drawn)	-1.1
CC(=O)c1cccc(OC(=O)C2=CC=CN3CCS(=O)(=O)N=C23)c1	14.7
CCC1CCCCN1C(=O)COC(=O)CSc1ccc(C(N)=O)cc1[N+](=O)[O-] (stereo not drawn)	-0.7
CCN(c1ccc(NC(=O)CSc2ccc3c(c2)OCCO3)cc1)C(C)C	-0.2
Cc1ccccc1OCC(=O)Nc1nnc(C2CC2)s1	-3.6
Cc1c(C2(O)CCCCC2)[nH]c2ncccc12	-1.2
O=C(COC(=O)C1=COCCO1)Nc1ccc(Cl)cn1	1.0
NS(=O)(=O)c1ccc(NC(=O)COC(=O)CC2Sc3ccccc3NC2=O)cc1 (stereo not drawn)	0.9
COc1ccc(C(=O)NNC(=O)c2cc(C)nc3ccccc23)cc1	-3.3
CCN(C(=O)COC(=O)C1=COCCO1)c1ccccc1	-0.7
COc1ccc(-c2c(-c3cc(OC)cc(OC)c3)n(C)c3ccc(-c4ccc(SC)cc4)cc23)cc1	-3.8
Cc1nn(-c2ccccc2)c(C)c1NC(=O)COC(=O)c1ccccc1	-1.0
Clc1cccc(-c2ccc3ncnc(NCc4cccs4)c3c2)c1	3.2
CC1CCC(NC(=O)COC(=O)CNC(=O)c2ccc3ccccc3c2)CC1 (stereo not drawn)	-1.5
Cc1ccsc1C(=O)NCC(C)(C)N1CCOCC1	-1.7
Fc1ccccc1-c1cc2ccccc2cn1	3.3
O[Si](CCCN1CCCCC1)(c1ccc(F)cc1)C1CCCCC1 (stereo not drawn)	0.4
COc1ccc(C(=O)NNC(=O)CSc2nnc3ccccn23)cc1OC	1.3
COc1cc(C(=O)OCC(=O)N2CCCC2=O)cc(OC)c1C	-0.9
CCN(C[C@H]1N[C@@](Cc2ccccc2)(C(=O)OC)[C@H]2C(=O)N(Cc3ccccc3)C(=O)[C@@H]12)S(=O)(=O)c1ccc(-c2ccccc2)cc1	-3.6
Cc1nn(Cc2ccccc2)c(C)c1C(=O)N1CCN(CC(=O)Nc2ccc(F)cc2)CC1	-2.8
Cc1ccc(S(=O)(=O)/N=C(/Nc2c(C)cccc2C)c2ccccc2)cc1	-0.8
CCOc1ccc(S(=O)(=O)N=C(c2ccccc2)N2CCOCC2)cc1	0.9
Other structures
SMILES	GSK3A inh
CN(CC(=O)Nc1cccc(F)c1)CC(=O)N1CCc2ccccc21	-0.4
COC(=O)[C@]1(Cc2ccccc2)N[C@H](CN(C)C(=O)c2ccccc2)[C@@H]2C(=O)N(Cc3ccccc3)C(=O)[C@@H]21	-0.5
COc1ccc(C(CNC(=O)c2ccc(Cl)c(S(=O)(=O)N3CCCC3)c2)N2CCCC2)cc1 (stereo not drawn)	12.9
O=C(N/N=C/c1ccccc1C(=O)O)c1cccc(S(=O)(=O)N2CCCCC2)c1	-3.7
C#CCOCCOCCOCCNc1nc(N2CCN(C(=O)[C@H](CCCN=C(N)N)n3cc(C(N)[C@H](C)CC)nn3)CC2)nc(N2CCN(C(=O)[C@H](CCCN=C(N)N)n3cc(C(N)[C@@H](C)CC)nn3)CC2)n1 (stereo partly drawn)	9.8
COc1cccc(-c2ncc3ccccc3c2COC(=O)c2ccc(C(C)(C)C)cc2)c1	-0.2
COc1ccc(NS(=O)(=O)c2cccc(C(=O)NN=Cc3ccc(OC)c(O)c3)c2)cc1	-0.4
CCOc1ccc(C(=O)COC(=O)Cn2cnc3c2c(=O)n(C)c(=O)n3C)cc1	3.5
COC(C[C@H](O)C[C@H](O)[C@H](C)OCc1ccccc1)OC	2.6
CCC(CO)Oc1cc(NC(=O)c2ccc([N+](=O)[O-])cc2)c2ncn(C(C)C)c2c1 (stereo not drawn)	-0.5
Cc1ccc(OCC(=O)OC(C)C(=O)NC2CCCCC2C)cc1C (stereo not drawn)	-2.5
COc1ccc(NC(=O)CN2C(=O)NC3(CCCCC3C)C2=O)cc1OC (stereo not drawn)	-0.5
CC(C)(C)OC(=O)NCc1ccc(NC(=O)c2nc[nH]c2C(=O)NCCNC(=O)c2[nH]cnc2C(=O)Nc2ccc(CNC(=O)OC(C)(C)C)cc2)cc1	1.9
COc1cc(OC)cc(-c2c(-c3ccc(F)cc3)c3cc(-c4ccc(OC)nc4)ccc3n2C)c1	-1.3
C[C@]12CCC[C@H](O1)[C@H]([C@@H](O)c1ccccc1)O2	-2.3
COc1ccc([C@H]2CC(=O)C=C(c3cc4ccccc4c4ccccc34)C2)cc1	-5.4
CCOc1ncccc1C(=O)OCC(=O)Nc1ccc(S(=O)(=O)N2CCCC2)cc1	-1.9
Cn1c(SCC(=O)NC(=O)NCc2ccccc2)nnc1C(F)(F)F	-0.8
O=C(C1COc2ccccc2O1)N1CCN(c2ccc(C(F)(F)F)cn2)CC1 (stereo not drawn)	-0.3
CC(C)(C)c1ccc(C(=O)NCC(=O)OCC(=O)N2CCCC2)cc1	-1.7
Cc1ccc([C@H]2C(C(=O)O)=CC[C@@H](c3cccs3)N2S(=O)(=O)c2ccc(C)cc2)cc1	-4.3
CCOc1ccc(S(=O)(=O)N2CCOCC2)cc1NC(=O)CN1C(=O)NC2(CCCCC2)C1=O	-2.0
NC(=O)c1cc([N+](=O)[O-])ccc1NCc1ccccn1	22.6
COc1ccccc1C(=O)NCCC(=O)Nc1ccc(S(=O)(=O)N2CCC(C)CC2)cc1	-1.1
CCOC(=O)/C(C#N)=C/Nc1ccccc1NS(=O)(=O)c1ccc2c(c1)OCCO2	-3.3
Later entries:
SMILES	GSK3A inh
Cc1ccc(C2=NN(S(=O)(=O)c3ccccc3)C(c3ccco3)C2)cc1 (stereo not drawn)	-0.9
COc1ccc(NS(=O)(=O)c2cccc(C(=O)N3CCCCCCC3)c2)cc1	-3.0
Cc1ccc(C(=O)OCC(=O)Nc2cccc(S(=O)(=O)N3CCCCC3)c2)o1	0.2
CC[C@@H](CCC=C(C)C)C(=O)N(Cc1ccccc1)c1ccccc1	-3.1
C[C@@H]1CN([C@@H](C)CO)C(=O)c2cccc(NS(C)(=O)=O)c2O[C@H]1CN(C)Cc1ccc(Oc2ccccc2)cc1	-2.0
CC1CCCCC1NC(=O)CN1C(=O)NC(C)(c2cc(F)ccc2F)C1=O (stereo not drawn)	1.5
O=C(COC(=O)c1ccc(S(=O)(=O)NCc2ccco2)cc1)NCc1ccccc1	1.6
CCN(c1cccc2ccccc12)S(=O)(=O)c1cccs1	2.1
COc1ccc(C(CNC(=O)C(CCSC)NC(=O)c2ccccc2Cl)N2CCCCC2)cc1 (stereo not drawn)	3.5
CCOC(=O)Nc1cccc(OCC(=O)Nc2ccc3c(c2)CCC3)c1	-2.5
Cc1ccc2c(c1)-n1c(nc3ccccc3c1=O)C(Cc1ccc(O)cc1)NC2=O (stereo not drawn)	-5.4
Cc1ccc(S(=O)(=O)N2[C@@H](c3cccc(Cl)c3)C(C(=O)O)=CC[C@H]2c2ccc(C(C)C)cc2)cc1	-0.9
O=c1c(-c2c(O)cc(O)c3c(=O)cc(-c4ccc(O)cc4)oc23)c(-c2ccc(O)cc2)oc2cc(O)cc(O)c12	0.1
O=C(Cc1ccc(Br)cc1)OCC(=O)c1ccc[nH]1	-2.2
COc1ccc(N2CCN(C(=O)COC(=O)c3c(-c4ccccc4)noc3C)CC2)cc1	-3.7
COc1ccc(NC(=O)c2c(C)noc2C(C)C)cc1S(=O)(=O)N1CCCCC1	0.1
CC(NC(=O)c1ccco1)C(=O)OCC(=O)N1CCCCCC1 (stereo not drawn)	-8.1
NC(=O)NC(CC(=O)NNC(=O)c1ccccn1)c1ccc(Cl)cc1 (stereo not drawn)	4.1
O=C(Nc1ccc2c(c1)OCO2)c1ccc(CO)cc1	3.6
Cc1c(O[C@@H]2O[C@H](CO)[C@@H](O)[C@H](O)[C@H]2O)c(CO)c(O[C@@H]2O[C@H](CO)[C@@H](O)[C@H](O)[C@H]2O)c2c1O[C@@H](c1ccccc1)C[C@@H]2O	-2.2
CNCCC=C1c2ccccc2C=Cc2ccccc21	1.2
C[C@H](CO)N1C[C@H](C)[C@@H](CN(C)Cc2ccncc2)Oc2ccc(NC(=O)CCCCCC(=O)Nc3ccccc3N)cc2C1=O	-1.2
Cc1cc(C)n(-c2ccc(C(=O)OCC(=O)N3CCN(c4ccccc4)CC3)cc2)n1	-1.8
O=C(CNC(=O)c1cc(Cl)nc2ccccc12)Nc1ccccc1Br	-2.3
Cc1cccc(C(=O)OCC(=O)c2csc(N3CCCCC3)n2)c1[N+](=O)[O-]	-1.8

Fetched by compound from the list above (5):
SMILES	GSK3A inh
Cc1c(O[C@@H]2O[C@H](CO)[C@@H](O)[C@H](O)[C@H]2O)c(CO)c(O[C@@H]2O[C@H](CO)[C@@H](O)[C@H](O)[C@H]2O)c2c1O[C@@H](c1ccccc1)C[C@@H]2O	-2.2
NC(=O)NC(CC(=O)NNC(=O)c1ccccn1)c1ccc(Cl)cc1 (stereo not drawn)	4.1
C[C@H](CO)N1C[C@H](C)[C@@H](CN(C)Cc2ccncc2)Oc2ccc(NC(=O)CCCCCC(=O)Nc3ccccc3N)cc2C1=O	-1.2
COc1ccc(C(CNC(=O)C(CCSC)NC(=O)c2ccccc2Cl)N2CCCCC2)cc1 (stereo not drawn)	3.5
O=C(Cc1ccc(Br)cc1)OCC(=O)c1ccc[nH]1	-2.2

(further entries)
SMILES	GSK3A inh
COc1ccc(/C(C)=N/Nc2nccnc2Cl)cc1	-0.2
CCN(CC(=O)Nc1ccccc1OC)C(=O)CN1C(=O)NC(C)(c2ccccc2)C1=O (stereo not drawn)	-0.2
COc1ccc(NC(=O)CSc2nncs2)cc1S(=O)(=O)N1CCCCC1	-1.6
CCCCn1c(N)c(N(CCC(C)C)C(=O)c2ccc(-c3ccc([N+](=O)[O-])cc3)o2)c(=O)[nH]c1=O	-8.4
Nc1cccc(O)c1	-4.4
CCOC(=O)/C=C/[C@H]1CC(c2ccccc2)(c2ccccc2)CO1	-2.8
CC(=O)Nc1ccc(NC(=O)COC(=O)c2ccc([N+](=O)[O-])o2)cc1	-1.4
CC(C)(C)OC(=O)Nc1ccc([C@H](NC(=O)OC(C)(C)C)C(=O)OC(C)(C)C)cc1	-3.5
CC(=O)c1cccc(S(=O)(=O)N2CCC(C(=O)N(C)Cc3ccc(Cl)s3)CC2)c1	-2.6
